LDHA block: LDHA (human) enzyme inhibition. P00338. purified LDHA, NADH/diaphorase-resazurin fluorescence; hits give low values. activity change, % (values are at about 110 or 230 µM). 0.15% of 480,000 active. AID 1347041; in the data active = activity change below about -30%; inconclusive = mostly about -25% to -30%;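 note: plate controls were DMSO wells for no effect and wells without enzyme for full effect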
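Human LDH5 (2 nM) was incubated with 0.06 mM NADH and 0.2 mM pyruvate for 5 min at room temperature in Tris pH 7.4. Remaining NADH was coupled through diaphorase/resazurin, and resorufin fluorescence was read at 0 and 20 min.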
ALOX12 inh: blocks human arachidonate 12S-lipoxygenase; purified 12hLO, xylenol orange hydroperoxide absorbance; Potency, µM (top dose mostly 108 µM), for the others: top-dose activity change, negative = inhibition, usual class: inhibitors; 1.1% of 580,000 active; P18054; active = well fitted inhibition curve with a large enough effect; inconclusive = small, poorly fitted or top-dose-only effect, or another doubt; inactive = no such curve, though single readings can be large or run the other way; note: potency is the fitted concentration of half-maximal effect
Target sequence (P18054 whole entry, looked up): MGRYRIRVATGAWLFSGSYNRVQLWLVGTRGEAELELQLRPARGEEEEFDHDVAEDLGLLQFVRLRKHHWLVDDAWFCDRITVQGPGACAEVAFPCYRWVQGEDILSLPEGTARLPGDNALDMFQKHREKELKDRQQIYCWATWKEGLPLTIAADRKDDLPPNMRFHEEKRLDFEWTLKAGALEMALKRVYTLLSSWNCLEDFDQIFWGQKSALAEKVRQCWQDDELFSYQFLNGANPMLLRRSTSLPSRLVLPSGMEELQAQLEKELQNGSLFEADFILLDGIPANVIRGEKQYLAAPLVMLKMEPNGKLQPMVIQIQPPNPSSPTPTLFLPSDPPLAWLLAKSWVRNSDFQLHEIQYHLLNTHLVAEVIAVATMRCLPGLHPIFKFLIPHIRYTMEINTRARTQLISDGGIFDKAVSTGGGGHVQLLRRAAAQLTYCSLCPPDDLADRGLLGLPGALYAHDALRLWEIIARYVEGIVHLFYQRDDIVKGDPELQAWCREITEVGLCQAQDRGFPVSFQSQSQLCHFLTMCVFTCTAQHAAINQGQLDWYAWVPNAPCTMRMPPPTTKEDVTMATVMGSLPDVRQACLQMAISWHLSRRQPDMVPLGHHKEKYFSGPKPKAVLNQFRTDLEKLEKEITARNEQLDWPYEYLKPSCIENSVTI
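Hydroperoxide product was detected by ferrous iron/xylenol orange as the 573 to 405 nm absorbance ratio. Arachidonic acid at 40 uM (final) was turned over for 30 min at room temperature by 150 nM human 12hLO, pH 7.0 Hepes buffer, after 15 min compound preincubation.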
An asterisk follows results filed as active. Unless noted, % is set by controls: 0 for no effect and ±100 for the full control effect. Not all compounds are listed (hit frequency here may not be typical).

`COc1cc(C(=O)NCc2coc(-c3cccs3)n2)cc(OC)c1C` gave LDHA block 2.1 and ALOX12 inh inconclusive.
Screening O=C(NCCCN1CCCC1)c1cc2cc(F)ccc2[nH]1 returned LDHA block 4.3 and ALOX12 inh -2.8%.
Screening CCOc1ccccc1NC(=O)c1nn(C)c(=O)c2ccccc12 returned LDHA block 4.1 and ALOX12 inh -10.7%.
Screening Cc1sc(NC(=O)C(c2ccccc2)c2ccccc2)c(C#N)c1C returned LDHA block -1.1 and ALOX12 inh inconclusive.
CCCCNC(=O)c1cccc2ccccc12 was read as LDHA block -2.5 and ALOX12 inh -29.9%.
COc1ccc(OCc2ccccc2C#N)c(C(C)=O)c1 was read as LDHA block 2.5 and ALOX12 inh -44.7%.
Screening CC(C)NC(=O)N1Cc2cc(C(=O)NC3CCCC3)nc(-c3cccc(-c4cccnc4)c3)c2[C@H]1CCO returned LDHA block -6.2 and ALOX12 inh -28.9%.
For C#CCOC(=O)C[N+](C)(C)C/C=C(/C)Cl the results were LDHA block -5.4 and ALOX12 inh inconclusive.
For CC1(C)Cc2c(sc(NC(=O)C(=O)NCc3cccnc3)c2C#N)CO1 the results were LDHA block 0.2 and ALOX12 inh inconclusive.
Screening CC(C)c1ccc(S(=O)(=O)N2CCN(CC(=O)NC(C)c3cccs3)CC2)cc1 (stereo unspecified) returned LDHA block 1.1 and ALOX12 inh -78.3%.
For CCn1nc(C(=O)NCc2cccs2)c2ccccc2c1=O the results were LDHA block 2.1 and ALOX12 inh -2.4%.
Screening Cn1nc(C(=O)Nc2ccc(OCC(N)=O)cc2)c2ccccc2c1=O returned LDHA block 6.6 and ALOX12 inh inconclusive.
`CC(C)(C)OC(=O)N1CCN(C(C(=O)O)c2c[nH]c3cc(NC(=O)c4ccccc4)ccc23)CC1` (stereo unspecified) gave LDHA block -1.7 and ALOX12 inh 4.2%.
For N#Cc1ccc([N+](=O)[O-])cc1C#N the results were LDHA block 11.3 and ALOX12 inh 9.5%.
Screening O=C(Oc1ccc(OC(=O)C2CCCCC2)c(Cl)c1)C1CCCCC1 returned LDHA block 10.1 and ALOX12 inh 12.5%.
Screening CCSC1=N/C(=C\c2cccc(OC)c2)C(=O)S1 returned LDHA block -17.0 and ALOX12 inh -55.0%.
Screening CC(C)CCC(=O)N1CCCC(CN2CCN(c3ccccn3)CC2)C1 (stereo unspecified) returned LDHA block -7.0 and ALOX12 inh inconclusive.
`CN(C)S(=O)(=O)c1ccc(NC(=O)c2nc(-c3ccccc3)n(-c3ccccc3)n2)cc1` gave LDHA block -6.0 and ALOX12 inh 9.0%.
Cn1c(=O)c(=O)n(C)c2cc(N3CCOCC3)c(NS(=O)(=O)c3ccc(C(C)(C)C)cc3)cc21 was read as LDHA block -8.4 and ALOX12 inh inconclusive.
O=C(O)C1CCCCC1C(=O)NC1CCN(Cc2ccccc2)CC1 (stereo unspecified) was read as LDHA block 2.8 and ALOX12 inh inconclusive.
Screening O=C(Nc1ccc(-c2nc3ccccc3o2)cc1)c1ccc(Br)cc1 returned LDHA block 0.5 and ALOX12 inh -25.5%.
`Cc1ccc([N+](=O)[O-])c(NC(=O)COc2ncnc3ccccc23)c1C` gave LDHA block 0.1 and ALOX12 inh -11.2%.
Screening COc1cccc(-c2noc(-c3ccc(Br)cc3)n2)c1 returned LDHA block 6.1 and ALOX12 inh -4.3%.
Screening Cc1cccc(Oc2ccc(S(=O)(=O)N3CCCCC3)cc2NC(=O)c2cnc(C)cn2)c1 returned LDHA block 12.3 and ALOX12 inh -0.1%.
`COc1ccc(-c2nc(-c3c[nH]c(C(=O)N4CCCC4)c3)cs2)cc1` gave LDHA block 2.2 and ALOX12 inh inconclusive.
Screening O=C(Cc1n[nH]c(=O)c2ccccc12)NCCOc1cccc(Cl)c1 returned LDHA block 5.9 and ALOX12 inh inconclusive.
`CCn1cc(S(=O)(=O)N2CCN(c3cccc(OC)c3)CC2)cn1` gave LDHA block -1.9 and ALOX12 inh -22.4%.
Screening COc1ccc2c(C)c(CCC(=O)NCCCO)c(=O)oc2c1C returned LDHA block -5.1 and ALOX12 inh 3.4%.
Screening CCOc1ccc(CCN2C(=O)C(=O)N([C@@H](CC(C)C)CN3CCC[C@H]3CN3C(=O)C(=O)NC[C@@H]3Cc3ccccc3)C[C@@H]2CC(C)C)cc1 returned LDHA block 3.9 and ALOX12 inh -6.0%.
Screening COc1cc2c(cc1OC)C(C)N(CC(=O)Nc1cc(C)cc(C)c1)CC2 (stereo unspecified) returned LDHA block 6.6 and ALOX12 inh -17.6%.

Fetched by structure from above, three records:
Screening O=C(Nc1ccc(-c2nc3ccccc3o2)cc1)c1ccc(Br)cc1 returned LDHA block 0.5 and ALOX12 inh -25.5%.
Screening COc1cc2c(cc1OC)C(C)N(CC(=O)Nc1cc(C)cc(C)c1)CC2 (stereo unspecified) returned LDHA block 6.6 and ALOX12 inh -17.6%.
Screening COc1cccc(-c2noc(-c3ccc(Br)cc3)n2)c1 returned LDHA block 6.1 and ALOX12 inh -4.3%.

Returning to the listing, starting 2 compounds before the break.
Screening CCOc1ccc(CCN2C(=O)C(=O)N([C@@H](CC(C)C)CN3CCC[C@H]3CN3C(=O)C(=O)NC[C@@H]3Cc3ccccc3)C[C@@H]2CC(C)C)cc1 returned LDHA block 3.9 and ALOX12 inh -6.0%.
Screening COc1cc2c(cc1OC)C(C)N(CC(=O)Nc1cc(C)cc(C)c1)CC2 (stereo unspecified) returned LDHA block 6.6 and ALOX12 inh -17.6%.
Screening C[N+](C)(C)CC#CCCCC#CC[N+](C)(C)C returned LDHA block -11.3 and ALOX12 inh 11.2µM*.
Screening CSc1ccccc1NC(=O)C(Sc1ccccc1)c1ccccc1 (stereo unspecified) returned LDHA block 0.2 and ALOX12 inh 22.4%.
Screening O=C(COC(=O)c1ccc2c(=O)n3c(nc2c1)CCC3)NC(=O)NCc1ccccc1 returned LDHA block -6.7 and ALOX12 inh 7.8%.
Screening CC1=CC(C)C(/C=N/NC(N)=O)C(C)C1 (stereo unspecified) returned LDHA block 4.7 and ALOX12 inh -4.6%.
Screening CCn1nc(C(=O)NCC2(c3ccccc3)CCC2)c2ccccc2c1=O returned LDHA block -6.2 and ALOX12 inh 10.6%.
Screening COc1ccc(CN(C)Cc2cc(C)no2)cc1OC returned LDHA block 3.9 and ALOX12 inh 0.5%.
For CCOc1ccccc1OCCCC(=O)Nc1ccc2c(C)cc(=O)oc2c1 the results were LDHA block -5.8 and ALOX12 inh -10.5%.
Nc1nc(Nc2ccccc2F)nc(-c2cc3ccccc3o2)n1 was read as LDHA block 13.6 and ALOX12 inh -27.6%.
Screening COc1ccc(CN2C(=O)CSCC2(C)C(=O)Nc2ccc3c(c2)OCCO3)cc1 (stereo unspecified) returned LDHA block 0.4 and ALOX12 inh -3.9%.
COc1ccccc1N1CCN(C(=O)c2cc(C)no2)CC1 was read as LDHA block -1.7 and ALOX12 inh -15.7%.
CCCCC(=O)Nc1sc2c(c1C#N)CCC(C(C)(C)C)C2 (stereo unspecified) was read as LDHA block 3.5 and ALOX12 inh inconclusive.
`COc1ccccc1-c1csc(N2N=C(C)CC2c2cc(OC)c(OC)c(OC)c2)n1` (stereo unspecified) gave LDHA block 0.8 and ALOX12 inh inconclusive.
For Cc1ccc(C(=O)OCc2cc(=O)oc3c(C)c(C)ccc23)s1 the results were LDHA block -0.7 and ALOX12 inh -7.0%.
CC(Oc1ccccc1Cl)C(=O)Nc1cc(-c2ccc(F)c(F)c2)no1 (stereo unspecified) was read as LDHA block -0.7 and ALOX12 inh inconclusive.
Screening CC(OC(=O)CCOc1ccccc1)C(=O)Nc1ccc(S(N)(=O)=O)cc1 (stereo unspecified) returned LDHA block -11.0 and ALOX12 inh -0.2%.
COc1ccccc1-c1ccc(=O)n(Cc2ccccc2F)n1 was read as LDHA block -8.6 and ALOX12 inh -4.8%.
`CNS(=O)(=O)c1ccc(NC(=O)c2cc3ccccc3oc2=O)cc1` gave LDHA block -0.6 and ALOX12 inh -1.0%.
CCOC(=O)Nc1ccc(C(=O)OCC23CC4CC(CC(C4)C2)C3)cc1 was read as LDHA block 2.9 and ALOX12 inh 24.9%.
For Cc1c(-c2ccccc2)oc2c(C(=O)N3CCCN(Cc4ccc(F)cc4)CC3)cccc2c1=O the results were LDHA block 7.8 and ALOX12 inh 1.0%.
For CC1(c2nnnn2-c2ccc3c(c2)OCCO3)CCC(=O)N1CCc1ccccc1F (stereo unspecified) the results were LDHA block -0.3 and ALOX12 inh -0.2%.
Screening O=C(Nc1ccc(Cl)c(C(F)(F)F)c1)c1cc(F)c(F)cc1Cl returned LDHA block 2.1 and ALOX12 inh -3.0%.
For Cc1ccc(C(=O)NNC(=O)C2CCCCC2)cc1Cl the results were LDHA block 3.4 and ALOX12 inh -4.7%.
Screening CCCN(CCC)CCNC(=O)CS(=O)(=O)Cc1nc(-c2ccccc2F)oc1C returned LDHA block 0.1 and ALOX12 inh 4.3%.
Screening CCCCCCCNC(=O)CCC(=O)NCCCOC(C)C returned LDHA block -7.3 and ALOX12 inh 8.5%.
Screening O=C(NCc1ccc(Cl)cc1)c1nc(Cc2c[nH]c3ccccc23)no1 returned LDHA block 6.5 and ALOX12 inh inconclusive.
`Cc1ccccc1NC(=O)c1ccc2ccccc2n1` gave LDHA block 1.9 and ALOX12 inh -10.8%.
Screening CCc1cccc(C)c1NC(=O)CSC1CCCC1 returned LDHA block -2.3 and ALOX12 inh -35.4%.
Screening CC(=O)Nc1ccc(NC(=O)C2CCCN2c2ncnc3ccccc23)cc1 (stereo unspecified) returned LDHA block 4.5 and ALOX12 inh inconclusive.
Screening Cc1cc(C)nc(Sc2ccc(N)cc2)n1 returned LDHA block -11.1 and ALOX12 inh 7.2%.
COc1cc(/C=N/O)cc(I)c1OC was read as LDHA block -1.9 and ALOX12 inh -4.1%.

Structures listed so far that have a nitro group on carbon, in the order listed:
For N#Cc1ccc([N+](=O)[O-])cc1C#N the results were LDHA block 11.3 and ALOX12 inh 9.5%.
`Cc1ccc([N+](=O)[O-])c(NC(=O)COc2ncnc3ccccc23)c1C` gave LDHA block 0.1 and ALOX12 inh -11.2%.

Carrying on:
Screening CCCCCN1CCN(c2nc3c(c(=O)[nH]c(=O)n3C)n2Cc2ccc(Cl)cc2)CC1 returned LDHA block -12.0 and ALOX12 inh 5.1%.
`Cc1ccc(CNC(=O)CCc2ncc(-c3ccc(C)c(C)c3)o2)cc1` gave LDHA block -6.9 and ALOX12 inh 0.8%.
Screening CCN(CC)C1c2cccc3cccc(c23)C1NS(=O)(=O)c1ccccc1 (stereo unspecified) returned LDHA block 3.0 and ALOX12 inh -29.5%.
Screening COc1ccc(-c2c[nH]c3c(SCC(=O)Nc4ccc(OC)c(OC)c4)ncnc23)cc1 returned LDHA block -4.8 and ALOX12 inh inconclusive.
For CC(NC(=O)C1CCOCC1)c1ccc(Cl)s1 (stereo unspecified) the results were LDHA block -2.5 and ALOX12 inh -2.5%.
For CC(=O)N1CCN(c2ccc(NC(=O)C3(c4ccccc4)CCCC3)cc2)CC1 the results were LDHA block 2.2 and ALOX12 inh -2.7%.
Screening O=C(C[C@H]1CC[C@@H](NS(=O)(=O)c2ccccc2)[C@@H](CO)O1)NCc1ccc(Cl)c(Cl)c1 returned LDHA block -0.1 and ALOX12 inh -24.6%.
COc1ccccc1CNc1nc(-c2ccc(CNC(C)=O)cc2)cs1 was read as LDHA block 6.0 and ALOX12 inh inconclusive.
Screening Cn1c(=O)[nH]c(=O)c2c1nc(NC1CCCCC1)n2CC(=O)c1ccccc1 returned LDHA block 8.3 and ALOX12 inh 5.2%.
`Cc1ccc(/C=C/C(=O)c2cc3ccccc3o2)s1` gave LDHA block 0.9 and ALOX12 inh -33.4%.
CCOCCn1c(NCCOC)nc2c1c(=O)[nH]c(=O)n2C was read as LDHA block 1.3 and ALOX12 inh 13.9%.
For Cc1cccc(-n2c(SCC(=O)N(C)CCC#N)nc3ccccc3c2=O)n1 the results were LDHA block -2.7 and ALOX12 inh inconclusive.
CC1(C(=O)Nc2ccc3c(c2)OCCO3)CSCC(=O)N1Cc1ccco1 (stereo unspecified) was read as LDHA block -0.1 and ALOX12 inh -0.6%.
Screening COc1ccc(Cl)cc1-n1nnc(-c2nc(-c3cc(OC)c(OC)c(OC)c3)no2)c1C returned LDHA block -21.3 and ALOX12 inh 1.7%.
CCCc1nnc(NC(=O)Cn2ccc3ccc(Cl)cc32)s1 was read as LDHA block 1.0 and ALOX12 inh -9.9%.
CC1(C)CC(CCN2CCCCC2)(c2cccc(C(F)(F)F)c2)CCO1 (stereo unspecified) was read as LDHA block 0.2 and ALOX12 inh 1.78µM*.
`CCCCNC(=S)N/N=C(/C)c1ccccn1` gave LDHA block -9.1 and ALOX12 inh inconclusive.
For COC(=O)CNc1nc(-c2ccccc2)c2cc(C)ccc2n1 the results were LDHA block 5.8 and ALOX12 inh 24.0%.
COc1ccccc1C(=O)Sc1ccc(C)cc1 was read as LDHA block -0.8 and ALOX12 inh 10.3%.
`N#Cc1cccnc1N1CCN(C(C(=O)O)c2c[nH]c3ccc(Br)cc23)CC1` (stereo unspecified) gave LDHA block 2.2 and ALOX12 inh inconclusive.
For CCc1cc(C(=O)O)c2c(c1)C(C)CC(C)(C)N2 (stereo unspecified) the results were LDHA block -0.4 and ALOX12 inh -36.2%.
For CCCCCn1nc(C(=O)OCC(=O)N2c3ccccc3NC(=O)C2(C)C)c2ccccc2c1=O the results were LDHA block 5.5 and ALOX12 inh inconclusive.
For COc1ccc2cc(/C=C(\NC(=O)c3ccccc3)C(=O)NCCCO)c(Cl)nc2c1 the results were LDHA block 0.3 and ALOX12 inh inconclusive.
Screening Cc1ccc(-c2nc(CSc3nnnn3CC(C)C)co2)c(C)c1 returned LDHA block 6.0 and ALOX12 inh inconclusive.

Bioassay records from PubChem BioAssay.
